Bioassay records (PubChem BioAssay)
NSD2 HMT inh = blocks human histone methyltransferase NSD2 | 310,000 tested, 0.54% active | AID 743445 | O96028 | inhibition, % at 12.5 µM | NSD2 peptide methylation, AlphaScreen, 120 min; in the data active = inhibition above about 50%
SR-BI DiI inh = mouse SR-BI HDL lipid transfer inhibition; Q61009; ldlA[mSR-BI] CHO cells, DiI-HDL uptake fluorescence, 3 h; inhibition, % at 12.5 µM; 320,000 tested, 0.96% active; AID 488896;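 active = mean replicate inhibition of at least 70% and a set share of replicates each scoring 70 or more; inconclusive = meets just one of the two criteria; inactive = fails both criteria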;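 also: 0% = median of neutral control wells and 100% = median of positive control wells; values of inactives mirror those of a sister screen read the other way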
Target sequence (Q61009 whole entry, looked up): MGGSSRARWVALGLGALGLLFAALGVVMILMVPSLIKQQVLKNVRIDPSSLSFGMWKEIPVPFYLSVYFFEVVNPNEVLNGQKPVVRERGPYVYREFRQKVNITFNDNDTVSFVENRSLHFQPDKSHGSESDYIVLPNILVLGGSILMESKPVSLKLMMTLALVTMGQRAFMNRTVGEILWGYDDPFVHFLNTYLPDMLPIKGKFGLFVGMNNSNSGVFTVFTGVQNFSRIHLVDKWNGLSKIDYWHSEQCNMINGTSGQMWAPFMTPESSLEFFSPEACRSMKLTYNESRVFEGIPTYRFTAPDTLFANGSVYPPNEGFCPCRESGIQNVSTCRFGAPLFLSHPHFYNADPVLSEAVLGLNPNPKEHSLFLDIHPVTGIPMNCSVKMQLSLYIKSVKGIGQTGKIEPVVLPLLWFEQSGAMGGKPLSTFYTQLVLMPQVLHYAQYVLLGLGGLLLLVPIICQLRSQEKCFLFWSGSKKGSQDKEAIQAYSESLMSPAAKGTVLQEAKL
HTR5A ag = counter-screen for OPRM1-OPRD1 agonists: human HTR5A agonism; P47898; HTR5A agonist assay, luminescence, cell-based; activation, % at 9.3 µM; 340,000 tested, 0.61% active; in the data active = activation mostly above about 9.5%, no sharp cut-off; inactive = mostly below about 7.6%;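 also: 0% = cells with vehicle only and 100% = reference agonist; strong numbers were not always called active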
V-ATPase pHluor = regulators of yeast V-ATPase proton transport; S. cerevisiae, pHLuorin cytosolic pH fluorescence; response, % at 10 µM; 350,000 tested, 0.37% active; in the data active = response mostly above about 7.3%, no sharp cut-off; inactive = mostly below about 5.4%; also: actives read high; inactives centre near 0; some compounds called inactive have numbers as strong as hits; reference of the scale not given here
dFosB act = enhances mouse delta FosB homodimer DNA binding; P13346; purified delta FosB, TAMRA-CDK5 oligo fluorescence polarization; percent of positive-control signal above neutral wells; activation, % at 25 µM; 340,000 tested, 0.99% active;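 active = mean activation above about 17%, with every replicate also reaching it, limit read from the data, passing the limit was not always enough; inconclusive = only one of the two conditions met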;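 also: fluorescence polarization rise as delta FosB binds a TAMRA Cdk5 AP-1 oligo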
CDK5 inh = inhibitors of human CDK5/p35 kinase; Q00535+Q15078; Recombinant CDK5/p35, ADP-Glo luminescence, 60 min; inhibition, % at 10 µM; 330,000 tested, 0.01% active; AID 488839;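 active = highest replicate inhibition of at least 50% and at least 75% of replicates reaching 50%; inconclusive = only one of the two criteria met; inactive = both criteria failed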;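 also: plate controls were DMSO neutral control for no effect and GW8510 at 10 µM for full effect; many of its hits are not listed in these tables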
Target sequence (Q00535 whole entry, looked up): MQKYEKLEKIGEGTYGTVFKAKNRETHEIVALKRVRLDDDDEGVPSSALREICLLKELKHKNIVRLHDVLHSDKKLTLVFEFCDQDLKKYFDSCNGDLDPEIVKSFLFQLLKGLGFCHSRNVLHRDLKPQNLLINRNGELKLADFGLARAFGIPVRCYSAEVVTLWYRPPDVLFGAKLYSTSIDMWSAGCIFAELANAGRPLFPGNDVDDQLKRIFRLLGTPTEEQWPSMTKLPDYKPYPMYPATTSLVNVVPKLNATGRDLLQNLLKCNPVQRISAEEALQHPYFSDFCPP
Target sequence (Q15078 whole entry, looked up): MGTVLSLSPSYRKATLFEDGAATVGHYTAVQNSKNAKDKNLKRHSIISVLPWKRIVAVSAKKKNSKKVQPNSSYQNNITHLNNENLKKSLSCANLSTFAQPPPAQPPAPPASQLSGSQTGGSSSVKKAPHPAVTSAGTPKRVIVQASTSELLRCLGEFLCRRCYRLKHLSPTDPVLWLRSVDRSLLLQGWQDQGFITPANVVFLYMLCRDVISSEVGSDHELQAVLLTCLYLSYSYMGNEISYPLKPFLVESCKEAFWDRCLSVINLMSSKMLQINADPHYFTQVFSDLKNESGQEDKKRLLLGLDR
Wnt act = activates Wnt/beta-catenin signaling in a reporter cell assay. AID 743398. 300,000 tested, 1.2% active. activation, % at 9.35 µM. activator, plate reader; in the data active = activation above about 30%, passing the limit was not always enough; inconclusive = no clear call, values can overlap the other calls;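 also: 0% = neutral control wells and 100% = positive control wells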
PvdQ inh = P. aeruginosa PvdQ acylase inhibition; purified PvdQ acylase, fluorescence plate reader; inhibition, % at 10 µM; 340,000 tested, 0.063% active; AID 488965; in the data active = inhibition above about 30%, passing the limit was not always enough; inconclusive = no clear call, values can overlap the other calls;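 also: 0% = vehicle neutral wells and 100% = reference inhibitor wells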
HTR5A inv ctr = counter-screen for OPRM1-OPRD1 inverse agonists: human HTR5A inverse agonism. 340,000 tested, 0.083% active. AID 504634. HTR5A cell line, luminescence. inhibition, % at 9.3 µM. P47898; in the data active = inhibition mostly above about 23%, no sharp cut-off; inactive = mostly below about 18%;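 also: 0% = cells with DMSO and 100% = no-cell wells with DMSO; some compounds called inactive have numbers as strong as hits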
MITF TRPM1 HTS = MITF TRPM1 promoter activation in melanoma cells; 300,000 tested, 0.75% active; activation, % at 12.5 µM; SK-MEL-5 TRPM1-promoter luciferase, 24 h; % of positive control, neutral wells = 0;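 active = mean activation of at least 80% with every replicate also reaching 80%; inconclusive = mean reaches 80% but some replicate falls short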;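 also: 0% = neutral control wells and 100% = parthenolide positive control wells; values of inactives mirror those of a sister screen read the other way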
* marks the source's active call; other numbers are inactive results; ? = inconclusive; nt = no result given.

molecule	SR-BI DiI inh	Wnt act	V-ATPase pHluor	NSD2 HMT inh	HTR5A ag	MITF TRPM1 HTS	HTR5A inv ctr	dFosB act	CDK5 inh	PvdQ inh
Cc1ccc(NC(=O)Cn2c(=S)[nH]c3ccccc32)cc1	9.4	0.3	1.6	0.9	nt	2.2	nt	-8.8	-1.2	-18.1
COc1cc(C(=O)NCC(C)C)cc(OC)c1OC	3.8	nt	-6.7	16.2	-4.8	1.6	12.4	-6.7	0.5	8.7
CCN(CC(=O)Nc1ccc(OC)cc1)C(=O)c1ccc2[nH]c3c(c2c1)CC(C)CC3 (centres undefined)	31.6	1.0	-0.8	0.1	5.4	1.8	-13.6	-4.7	-1.1	1.5
COc1cc(NS(=O)(=O)c2ccc(NC(C)=O)cc2)nc(OC)n1	9.7	nt	1.7	-0.7	-1.3	-11.0	-28.2	2.5	-2.5	-12.9
CCC1(C)Cc2c(sc3nc(SCC(=O)c4ccccc4)[nH]c(=O)c23)CO1 (centres undefined)	-17.9	0.2	-1.1	-2.2	0.6	2.5	-1.8	2.4	-2.0	-11.3
Cc1ccc(-c2nnc(Oc3ccc(NC(=O)c4ccccc4)cc3)c3ccccc23)cc1	-168.7	-1.4	-1.6	-1.9	-9.7	-14.1	25.8	4.3	-6.2	-0.8
COc1ccccc1NC(=O)C1CCCN(c2cc(C)nc3ncnn23)C1 (centres undefined)	2.8	nt	-1.3	-0.1	2.9	-6.8	19.3	-8.4	0.8	-10.3
CCOC(=O)/C(C#N)=C/c1cc2ccccc2nc1Cl	6.3	0.7	1.5	11.7	-1.2	-22.6	13.1	-3.8	-0.9	-2.8
COc1ccccc1NC(=O)c1nn(-c2ccc(OC(F)(F)F)cc2)ccc1=O	18.4	nt	-4.4	-1.1	-1.0	-5.4	2.2	-10.9	-0.1	-7.6
CS(=O)(=O)N(CC(=O)N1CCN(Cc2ccccc2)CC1)c1ccccc1F	-17.9	-0.1	3.8	-2.2	1.7	nt	-11.2	3.3	1.3	-14.1
C=CCCN(Cc1ccccc1)S(=O)(=O)c1ccccc1Br	24.2	-2.9	2.5	nt	-1.5	1.8	5.0	4.4	-1.2	-11.3
CCn1c(=O)c(C(=O)NCCN2CCCCC2)c(O)c2ccccc21	46.3	-18.7	-5.0	-1.0	-2.9	nt	4.1	-12.6	0.5	4.3
O=C(CN1C(=O)C2C3C=CC(C3)C2C1=O)Nc1ccc(S(=O)(=O)Nc2nccs2)cc1 (centres undefined)	nt	0.6	-3.7	5.5	1.6	-1.6	-0.4	-3.5	-0.5	-5.9
CCC1(c2ccccc2)NC(=O)N(CC(=O)NNC(=O)c2ccoc2C)C1=O (centres undefined)	-12.8	0.2	1.6	0.2	-0.2	-9.3	-8.7	2.7	0.6	-7.1
Cc1nc([N+](=O)[O-])c(Br)n1CC(=O)c1ccc(Cl)cc1	-34.1	nt	-1.5	13.4	5.0	-9.5	-10.9	3.5	0.0	-4.4
Cc1cccc(CSc2nnnn2-c2ccccc2)c1	4.0	nt	-1.5	-17.4	-6.5	-3.3	16.6	3.8	0.4	6.3
Cc1ccc(-c2nc(N)sc2CC(=O)OCC(=O)N2C(C)CCCC2C)cc1 (centres undefined)	52.3	-2.1	2.8	-0.8	0.2	-7.8	5.8	-18.1	0.9	-18.7
COc1ccc([C@@H]2C[C@H]3CN(Cc4ccccc4OC)C(=O)[C@]34CCCN24)cc1C	8.6	-1.7	-1.9	1.3	-0.4	-3.0	3.6	5.1	-0.8	-17.7
O=C(NS(=O)(=O)c1ccc(Cl)s1)c1ccccc1	-8.9	-0.7	-0.3	-5.9	-0.3	nt	1.3	3.2	0.3	3.8
COc1ccc(N2C(=O)CSC23CCC(C(C)(C)C)CC3)cc1 (centres undefined)	-0.7	0.4	0.9	11.1	-2.4	-10.9	5.5	-5.0	-0.8	-5.3
CCOc1ccccc1NC(=S)N1CCN(c2ccccc2)CC1	25.3	-0.9	0.7	-2.4	-0.7	5.9	2.0	-7.4	-1.4	-3.3
CCOC(=O)C[n+]1c(C)ccc2c1CCC2	11.3	-0.8	2.7	33.5	-1.1	nt	-0.2	2.8	-1.5	-7.7
CCOc1ccc2nc(-c3ccc(OC)c(OC)c3)cc(C(=O)O)c2c1	-38.2	nt	-0.1	-6.1	-0.5	-5.7	-14.7	0.2	-1.4	-9.2
Cc1nc(-c2noc(-c3ccccc3Cl)n2)c(C(F)(F)F)o1	3.9	-1.9	-1.6	-2.1	2.0	83.1*	-13.5	2.9	0.8	-18.5
COc1cc(CN/C(C)=C(\C#N)C(N)=O)cc(OC)c1OC	6.6	-3.3	-0.2	-0.8	1.4	-5.2	-3.6	-11.1	0.3	6.3

(more compounds)
molecule	SR-BI DiI inh	Wnt act	V-ATPase pHluor	NSD2 HMT inh	HTR5A ag	MITF TRPM1 HTS	HTR5A inv ctr	dFosB act	CDK5 inh	PvdQ inh
Cc1nc(N)nc(OCC(F)(F)C(F)F)c1Br	20.2	-1.7	1.0	19.3	3.5	nt	-6.0	-3.7	-0.5	-2.5
COc1ccc(/C=C2\SC(=O)N(CCC(=O)Nc3ccccc3)C2=O)cc1OC	8.0	nt	2.3	-3.0	7.8	-5.0	27.6	3.9	-2.6	12.6
COc1ccc2[nH]c3c(C)c4cc[n+](C)cc4c(C)c3c2c1	-3.0	-4.7	-3.1	nt	0.9	nt	-3.6	-228.9	0.5	-12.4
CC(=O)c1ccc(NC(=O)c2cccc(NC(=O)c3ccccc3)c2)cc1	?	13.0	-0.4	-8.0	3.1	nt	-11.7	6.0	0.2	-9.6
COc1ccc(NC(=O)CN(C)C(=O)c2cc3c(s2)CCC3)cc1	-17.1	nt	6.2	8.4	-4.1	0.7	10.3	-15.7	0.8	-8.3
O=C(C1CCC(=O)N(C2CCCC2)C1)N1CCC(Oc2cccc(F)c2)CC1 (centres undefined)	-28.1	1.5	-4.2	34.6	-2.6	-2.0	-2.4	-6.0	-0.6	0.3
Cc1ccc(OCCC(=O)OCC(=O)c2c(N)n(CC(C)C)c(=O)n(C)c2=O)cc1	9.4	0.3	1.6	-4.2	1.9	-3.1	-4.5	-20.7	-0.2	-15.6
O=C(NC(=S)N1CCCc2ccccc21)c1ccc([N+](=O)[O-])cc1	12.2	nt	nt	0.1	-0.3	7.7	16.7	-16.6	-0.1	-5.9
COc1ccc2c(Cl)c(C(=O)NN)sc2c1	?	nt	-3.0	-2.1	8.0	-9.1	-2.6	-2.6	1.6	-11.3
COCCNc1nc2c(-c3cccc(C(F)(F)F)c3)nnn2c2ccccc12	38.0	-0.4	-8.2	-1.5	-3.5	-15.4	12.4	-5.7	1.0	-5.0
COc1ccc(S(=O)(=O)N2CCN(c3nn(C)c(=O)n(C)c3=O)CC2)cc1	-11.9	-0.9	-0.5	0.9	-0.8	1.1	1.9	3.9	-0.2	-12.2
CCC(C)(C)c1ccc(OCCN2C(=O)NC(C)(C)C2=O)cc1	-8.0	5.9	0.7	0.7	3.5	12.6	12.2	-1.5	1.2	-8.1
O=C(COC(=O)COc1ccccc1)Nc1ccc(OC(F)(F)F)cc1	-28.1	-5.4	-3.2	0.6	-3.1	-0.6	-12.3	-8.1	-1.4	-7.5
COc1ccc(C(=O)Nc2ccc(N3CCOCC3)cc2)cc1OC	8.1	nt	-3.9	-5.9	0.0	32.3	-0.3	-3.5	0.5	6.2
Cc1ccc(-c2ccc(=O)n(Cc3ccc(F)cc3)n2)cc1	-41.3	-0.2	0.2	-0.7	0.7	6.5	-2.5	-20.5	-0.8	-10.8
CCCSc1nc(C)c(-c2csc(C(C#N)=C3CCCC3)n2)cc1C#N	-0.9	nt	nt	-0.2	7.5	-29.9	2.5	-22.1	1.4	-2.5
CC(C)(C)c1ccc(C(O)CCCN2CCC(C(O)(c3ccccc3)c3ccccc3)CC2)cc1 (centres undefined)	-5.3	-2.5	-3.1	nt	5.9	-93.9	-21.2	7.3	1.2	3.7
C=CCNC(=O)O/N=C/c1csc([N+](=O)[O-])c1	-5.4	-1.3	-2.7	-2.1	nt	nt	nt	0.7	0.8	-16.4
COc1ccc(NC2CCCN(Cc3cccc4cnccc34)C2)cc1 (centres undefined)	-22.3	11.0	0.2	21.2	2.6	-2.6	-9.7	-11.5	-1.8	-13.9
Cc1cc([N+](=O)[O-])nn1CC(=O)NCCCN1CCOCC1	-9.8	1.0	-0.5	-2.7	-6.8	3.4	16.6	-1.7	-2.6	-4.8
O=C(COc1ccccc1)Nc1ccc(N2CCN(C(=O)c3ccco3)CC2)cc1	26.3	-1.8	3.9	-0.9	-0.2	-4.7	0.6	-5.8	0.1	10.1
COc1ccc(NC(=O)c2cc3sccc3n2Cc2ccc(F)cc2)cc1OC	56.2	17.4	3.6	-4.6	-2.3	54.8	-4.6	-3.6	-1.4	-10.4
COc1ccc(-n2c(Cn3nnc4ccccc43)n[nH]c2=S)cc1	-9.3	nt	-1.4	-3.9	0.3	8.2	-4.7	-6.2	-0.1	5.6
CN(CC(=O)NCc1ccccn1)S(=O)(=O)c1ccc2ccccc2c1	-16.7	1.4	-2.5	-0.2	1.9	-7.6	-5.0	-0.4	0.6	-8.5
CN(CC(=O)Nc1cccc(F)c1)C(=O)c1ccc2c(c1)OCCO2	-15.1	4.4	-2.8	0.4	1.9	36.3	18.4	-6.5	-0.2	-7.0

(next part)
molecule	SR-BI DiI inh	Wnt act	V-ATPase pHluor	NSD2 HMT inh	HTR5A ag	MITF TRPM1 HTS	HTR5A inv ctr	dFosB act	CDK5 inh	PvdQ inh
CCN1CCN(S(=O)(=O)c2ccc(Cl)c(C(=O)N(C)Cc3ccco3)c2)CC1	-11.5	-1.9	-3.8	1.2	7.2	6.8	-19.7	-1.0	1.4	-13.7
CCCc1ccccc1OCCNC(=O)c1cc(=O)n(C)c(=O)n1C	3.7	1.3	0.1	-2.8	-2.4	12.1	-19.9	-3.5	-1.9	4.7
O=C(Nc1cccc(Cl)c1)Nc1csc([N+](=O)[O-])c1	54.9	-14.6	-0.5	-0.9	nt	nt	nt	-2.0	1.9	-12.0
O=C(COc1ccc2c(-c3ccccc3)cc(=O)oc2c1)N[C@@H](Cc1c[nH]c2ccc(O)cc12)C(=O)O	-7.9	-0.2	2.0	nt	4.7	nt	9.7	-9.0	0.2	-6.8
Cc1ccnc(NC(=O)CCC(=O)N(CC(=O)NC(C)(C)C)c2ccc(F)c(Cl)c2)c1	-0.2	-2.6	0.5	-3.1	nt	10.2	nt	-9.6	0.2	4.9
CCCCNC(=O)N(O)C1N(/N=C/c2ccc(N(C)C)cc2)C(=S)SC1(C)C (centres undefined)	-26.0	2.5	3.5	30.4	-0.1	-12.8	0.3	-7.5	-1.0	-17.1
O=C1C(Cl)=C(Nc2cccc(O)c2)C(=O)N1Cc1ccccc1	-16.3	1.3	3.3	3.5	-1.2	1.7	3.3	-11.0	0.4	-5.5
c1ccc(CN2CCC(Nc3ncnc4sccc34)CC2)cc1	-18.6	-0.8	-0.1	1.5	nt	2.1	nt	-9.2	-0.1	11.5
CCOc1ccc(N(C)C(=O)CCc2nnc3ccc(N4CCOCC4)nn23)cc1	-31.8	0.6	-2.3	6.5	-0.6	2.6	1.6	0.3	0.3	2.4
Cc1cc(C)nc(SCNC(=O)c2ccccc2)n1	-14.4	nt	1.3	-5.8	0.1	-11.4	22.2	-7.9	0.0	-15.2
COc1ccccc1CNC(=O)c1csc(Cc2ccc(Cl)cc2)n1	-0.7	nt	2.4	2.6	-1.4	-6.3	-6.2	-18.7	0.3	-9.3
